Screens deposited in PubChem by Sanford-Burnham Center for Chemical Genomics.
beta cell repl – induces beta-cell replication in MIN6 cells; MIN6 cells proliferation, ATPlite luminescence, 48 h; cells starved in 0.2% serum; 100% = growth in 10% serum; AID 2380; proliferation, % at 10 µM; hit rate 0.29% among 330,000;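 active = compounds whose signal lies at least 3.5 SD above the mean of all wells on their plate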;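 note: 0% = DMSO-treated cells in low-serum medium and 100% = 10% serum control; some compounds called inactive have numbers as strong as hits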
NR3A LBD binder – modulates the human NR3A ligand-binding domain | NR3A LBD differential scanning fluorimetry, Tm shift; 0% = protein alone, 100% = glycine-bound protein | Tm shift relative to glycine control, % at 25 µM | hit rate 2.5% among 340,000;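 active = melting temperature shift of at least 10% of the positive control shift, at one fixed dose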
hIAP inh – blocks human intestinal alkaline phosphatase; AID 2544; inhibition, % at 10 µM; purified IAP, CDP-Star luminescence, 30 min; hit rate 0.12% among 330,000;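 active = inhibition reaching a set limit with compound at 10 µM in the primary screen, cut at about 35% in these data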;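 note: plate controls were DMSO wells with enzyme for no effect and no-enzyme buffer wells for full effect; values of inactives mirror those of a sister screen read the other way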
A3A deaminase – human APOBEC3A DNA deaminase inhibition; recombinant A3A, FAM/TAMRA ssDNA deamination fluorescence; inhibition, % at 20 µM; hit rate 0.41% among 330,000; P31941; AID 493011;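 active = at least 40% inhibition at 20 µM here, with at most 30% in a related deaminase screen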;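 note: plate controls were A3A with DMSO for no effect and wells lacking A3A enzyme for full effect; some results filed as inactive read as strong as hits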
Target sequence (P31941 whole entry, looked up): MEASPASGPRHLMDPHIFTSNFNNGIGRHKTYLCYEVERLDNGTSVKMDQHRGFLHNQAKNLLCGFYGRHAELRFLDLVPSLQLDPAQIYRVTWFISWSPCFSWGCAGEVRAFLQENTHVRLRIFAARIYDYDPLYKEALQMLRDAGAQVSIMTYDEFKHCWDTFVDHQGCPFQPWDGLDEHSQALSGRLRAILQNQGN
APOBEC3G inh – APOBEC3G (human) deaminase inhibition; inhibition, % at 20 µM; recombinant A3G, ssDNA deamination FAM/TAMRA fluorescence; AID 493012; hit rate 0.28% among 330,000; Q9HC16;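 active = inhibition of at least 40% at 20 µM, with no more than 30% in the related APOBEC3A deaminase screen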;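 note: plate controls were DMSO wells with A3G for no effect and wells lacking A3G enzyme for full effect; some compounds called inactive have numbers as strong as hits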
Target sequence (Q9HC16 whole entry, looked up): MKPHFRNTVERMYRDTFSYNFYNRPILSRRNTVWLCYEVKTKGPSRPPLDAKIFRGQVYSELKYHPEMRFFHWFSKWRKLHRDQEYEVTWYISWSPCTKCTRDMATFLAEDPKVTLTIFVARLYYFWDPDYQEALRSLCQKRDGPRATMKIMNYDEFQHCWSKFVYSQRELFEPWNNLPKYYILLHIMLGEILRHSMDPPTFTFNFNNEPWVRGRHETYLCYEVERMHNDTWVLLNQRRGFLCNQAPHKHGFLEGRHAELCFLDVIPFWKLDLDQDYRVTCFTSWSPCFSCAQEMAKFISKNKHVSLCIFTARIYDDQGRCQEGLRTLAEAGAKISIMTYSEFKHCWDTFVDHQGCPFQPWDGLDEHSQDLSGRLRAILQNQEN
mIAP act – mouse IAP activation. muIAP, CDP-Star luminescence, 30 min; hits give high values; 1 = vehicle-only enzyme signal, 0 = enzyme-free wells. activation factor at 10 µM. hit rate 0.24% among 330,000. AID 2805;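 active = activation factor of at least 2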; note: the source names both 10 and 20 µM as test concentration; values of inactives mirror those of a sister screen read the other way
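System: mouse IAP enzyme. Reagent: CDP-Star chemiluminescent phosphatase substrate. Benchmarks: DMSO wells, no-enzyme wells. Times: 30 min enzyme-substrate-compound incubation at room temperature. Detection: luminescence from enzymatic CDP-Star hydrolysis. Doses: test compounds delivered from DMSO solution.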
hIAP act – human IAP activation. P09923. purified human IAP, CDP-Star luminescence, 30 min; hits give high values; 1 = vehicle-only enzyme, 0 = enzyme-free background. activation factor at 10 µM. hit rate 0.16% among 330,000. AID 2524;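 active = activation factor of the enzyme at least 2-fold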; note: the source names both 10 and 20 µM as test concentration; values of inactives mirror those of a sister screen read the other way
MPTP block – blocks calcium-induced mitochondrial swelling | isolated mouse mitochondria, Ca2+ swelling absorbance, 30 min | inhibition, % at 10 µM | hit rate 1.4% among 360,000;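 active = inhibition of 50% or more, scaled per plate between neutral and stimulator controls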;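 note: 0% = DMSO wells given calcium and 100% = 1 mM EGTA wells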
mIAP block – mouse IAP inhibition; inhibition, % at 10 µM; purified mouse IAP, CDP-Star luminescence, 30 min; hit rate 0.2% among 330,000;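 active = inhibition of at least 40% at 10 µM in the primary screen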;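 note: plate controls were DMSO with enzyme for no effect and no enzyme wells for full effect; values of inactives mirror those of a sister screen read the other way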
* hit, by the source's call.

cpd	canonical_smiles	beta cell repl	NR3A LBD binder	hIAP inh	A3A deaminase	APOBEC3G inh	mIAP act	hIAP act	MPTP block	mIAP block
1	C[C@H](CO)N1C[C@H](C)[C@@H](CN(C)C(=O)Nc2ccc3c(c2)OCO3)Oc2c(NS(=O)(=O)c3cn(C)cn3)cccc2C1=O	-1.6	1.1	-6.2	-0.7	-5.0	0.925	1.06	-1.8	7.5
2	CCN(CC)C(=O)Cn1cc(C(=O)C(=O)NCc2ccccn2)c2ccccc21	-0.4	0.4	-17.4	-6.2	-5.2	0.922	1.17	0.9	7.8
3	N#CC1=C(N)C(C#N)(C#N)[C@H](c2ccoc2)[C@H]2CN(Cc3ccccc3)CC=C12	-2.8	-2.9	16.9	-3.3	-5.6	0.696	0.831	3.8	30.4
4	O=C(C1CCCN(Cc2ccc(Br)cc2)C1)N1CCCCC1 (stereo not given)	2.9	1.9	-24.2	2.2	-0.3	1.06	1.24	0.7	-6.3
5	COc1ccc(OC)c(CN2CCN(Cc3cc(=O)oc4cc(O)ccc34)CC2)c1	-4.9	-2.4	8.0	15.6	-4.5	1.02	0.92	-0.7	-1.6
6	C=CCCCCCCCCc1nc(=S)[nH][nH]1	-3.7	-11.1	-8.9	-2.4	-4.9	1.05	1.09	1.7	-4.8
7	O=C(O)C1C2C=CC(C2)C1C(=O)NCc1ccco1 (stereo not given)	-1.1	0.5	2.0	6.2	0.9	0.839	0.98	-3.4	16.1
8	Cc1csc(-c2cnn(-c3ccccc3)c2NC(=O)c2cccc(C(F)(F)F)c2)n1	-1.9	-6.1	-16.0	-1.9	0.5	1.03	1.16	1.3	-2.7
9	Cc1sc(NC(=S)NC(=O)c2ccco2)c(C#N)c1C	-4.4	-3.9	11.2	2.0	-2.9	0.86	0.888	7.3	14.0
10	O=C(Nc1ccncc1)c1ccc2c(c1)S(=O)(=O)c1ccccc1C2=O	-2.7	0.2	30.5	-2.6	-4.5	0.912	0.695	0.8	8.8
11	O=C(CNC(=O)c1ccccc1)Oc1cccc(Cl)c1	1.0	1.4	-7.6	-2.6	-6.9	0.977	1.08	2.3	2.3
12	Cc1sc2ncnc(Sc3ccccc3C(=O)O)c2c1C	-0.3	1.4	-2.7	1.8	-5.7	0.918	1.03	-3.3	8.2
13	CCNC(=O)Cc1ccc(NS(=O)(=O)c2ccc(F)cc2)cc1	-0.5	1.0	4.4	0.0	-0.5	0.961	0.956	2.0	3.9
14	COc1ccc(Nc2nc(N)c([N+](=O)[O-])c(N3CCOCC3)n2)cc1	-1.1	-3.5	11.7	1.7	-1.6	0.977	0.883	2.7	2.3
15	Cc1cccc(C)c1NC(=O)C1CCCN1C(=O)OC(C)(C)C (stereo not given)	-1.1	-1.0	-1.1	3.6	-2.2	1.15	1.01	-0.7	-15.0
16	Cc1cc(-c2sccc2C)nc(-n2cccc2)n1	-1.5	-10.1	-15.4	2.2	0.8	0.964	1.15	-0.9	3.6
17	O=C1N=C(N2CCCCC2)S/C1=C/C1=Cc2ccccc2OC1	-0.4	-0.9	0.4	-2.0	-3.8	0.867	0.996	-0.1	13.3
18	COCCN(C(=O)CSc1nc(-c2ccccc2)cn1N)c1c(N)n(Cc2ccccc2)c(=O)[nH]c1=O	8.4	0.2	-4.3	-3.7	-7.6	1.01	1.04	-2.2	-1.0
19	COc1ccc(OC)c(NC(=O)NNC(=O)COc2ccc(F)cc2F)c1	-1.5	0.2	-25.1	3.1	5.9	1.02	1.25	0.2	-1.7
20	COC(=O)c1sccc1NC(=O)Nc1ccc(C)c(C)c1	-3.5	-12.1	-18.5	0.3	-1.3	0.919	1.19	-0.9	8.1

(continued)
cpd	canonical_smiles	beta cell repl	NR3A LBD binder	hIAP inh	A3A deaminase	APOBEC3G inh	mIAP act	hIAP act	MPTP block	mIAP block
21	COc1ccccc1NC(=S)NNC(=O)c1nn(C)cc1Cl	-1.9	0.6	-69.5	-0.3	-3.6	0.842	1.69	-1.9	15.8
22	COc1ccc(Cc2nnc(NC(=O)CS(=O)(=O)c3ccc(C)cc3)s2)cc1OC	-2.0	-0.9	-11.2	2.3	0.6	1.05	1.11	1.7	-4.7
23	COc1ccc(C2(CNC(=O)c3ccc(N)cc3)CCCC2)cc1	-4.7	0.5	19.5	-1.1	-9.8	1.04	0.805	-0.1	-3.8
24	CCN(CC)C(=O)Cn1nc(-c2ccc(Cl)cc2)c2ccccc2c1=O	1.3	-1.8	9.0	1.5	-2.2	1.04	0.91	0.4	-3.7
25	O=[N+]([O-])c1ccc(-c2nnc(CNC3CCCC3)o2)cc1	5.0	-1.6	1.7	-0.9	-7.4	0.929	0.983	-0.9	7.1
26	CCOc1ccc(CCNc2nc3c(c(=O)n(C)c(=O)n3C)n2CC)cc1OCC	-2.4	-0.3	8.8	0.4	-5.6	0.961	0.912	11.3	3.9
27	CS(=O)(=O)N(CC(=O)NCc1ccncc1)c1ccc(F)c(Cl)c1	2.1	0.0	10.7	4.0	-1.7	1.05	0.893	0.9	-5.5
28	Cc1ccc2ccc3cccc4ccc1c2c34	-6.7	-1.4	7.0	0.3	-5.1	0.894	0.93	2.5	10.6
29	COc1cc(C2C(C#N)=C(N)N(Nc3ccccc3)C3=C2C(=O)CC(C)(C)C3)ccc1OCc1ccccc1 (stereo not given)	-6.2	-1.4	-3.1	6.3	-0.6	1.05	1.03	-1.8	-4.9
30	COc1cccc(C(=O)NC(C)c2ccc(Br)cc2)c1 (stereo not given)	-4.3	-9.7	3.0	-0.5	-6.9	0.998	0.97	0.3	0.2
31	CCN1CCN(C(=O)C2CCN(c3nnc(C)c4c(C)n(-c5ccc(C)cc5)nc34)CC2)CC1	-3.5	-3.3	-2.3	-1.6	-1.3	1	1.02	-0.2	-0.3
32	CC(NC(=O)COC(=O)CNC(=O)c1ccccc1Cl)C1CC2CCC1C2 (stereo not given)	1.0	1.7	-2.1	-3.1	-10.6	0.968	1.02	0.0	3.2
33	O=C(COC(=O)c1nc(Cl)ccc1Cl)Nc1ccc2[nH]c(=O)[nH]c2c1	-3.3	-0.6	-1.4	-3.0	-13.4	0.991	1.01	-0.7	0.9
34	CC(OC(=O)c1nc(Cl)ccc1Cl)C(=O)c1ccccc1 (stereo not given)	2.5	1.1	1.8	-1.1	-9.2	0.995	0.982	0.8	0.5
35	C=CCOc1ccc(/C(O)=C2\C(=O)C(=O)N(CCN(C)C)C2c2cccs2)cc1 (stereo not given)	-1.3	-0.2	7.5	0.1	-1.6	0.982	0.925	0.4	1.8
36	N#CC1=C2SCN(Cc3ccccc3)CN2C(=O)CC1c1ccccc1F (stereo not given)	2.6	3.4	9.7	-2.6	-2.4	0.793	0.903	-0.8	20.7
37	Cc1cc(C)cc(N(CC(=O)Nc2ccccc2C(=O)N2CCOCC2)S(C)(=O)=O)c1	-1.0	-8.1	-20.0	2.4	-8.2	1.04	1.2	-0.2	-4.1
38	O=C(CCN1CCCCC1)Nc1ccccc1	-2.4	1.0	-11.7	-2.2	-6.2	0.991	1.12	3.4	0.9
39	CCCn1c(=O)c2c(c3ccccc31)OC(C)C(=O)N2 (stereo not given)	2.6	-7.3	5.0	-1.5	-4.8	1.01	0.95	-0.5	-1.5
40	O=S(=O)(c1ccc(NC(=S)NCc2ccco2)cc1)N1CCCCC1	3.1	1.5	14.1	-2.6	-4.6	1.76	0.859	78.6*	-76.2

Remaining list, next part:
cpd	canonical_smiles	beta cell repl	NR3A LBD binder	hIAP inh	A3A deaminase	APOBEC3G inh	mIAP act	hIAP act	MPTP block	mIAP block
41	Cc1c(N=Cc2ccccn2)c(=O)n(-c2ccccc2)n1C	0.0	-0.7	-18.4	-6.8	-9.0	1.11	1.18	-2.0	-11.4
42	N#C/C(=C\c1ccc(N2CCCC2)c([N+](=O)[O-])c1)c1nc2ccccc2[nH]1	-2.9	3.3	35.1*	1.9	-1.3	0.88	0.649	46.2	12.0
43	CCN(CC(=O)N1CCCCCC1)S(=O)(=O)c1ccc(Cl)cc1	-0.8	-0.1	-28.5	-3.1	-4.3	1.02	1.28	-0.1	-1.9
44	Cc1cc(-c2nc3ccccc3c(=O)o2)ccc1[N+](=O)[O-]	-4.1	2.8	-26.9	3.7	2.8	1.06	1.27	1.1	-5.7
45	CC(=O)Nc1nnc(SCC(=O)N2C(C)CCCC2C)s1 (stereo not given)	0.3	-0.5	1.9	-4.0	-7.9	1.07	0.981	-1.3	-6.9
46	O=C(O)Cn1cccc1C(=O)c1ccccc1	0.8	0.0	-1.0	-0.4	-5.6	1.02	1.01	0.0	-2.0
47	COc1ccc(C(CNC(=O)CNS(=O)(=O)c2ccc(NC(C)=O)cc2)N2CCOCC2)cc1 (stereo not given)	-0.9	1.0	-14.9	0.4	-7.1	0.976	1.15	0.0	2.4
48	Cc1ccccc1NC(=S)NC12CN3CN(CN(C3)C1)C2	-3.3	0.8	-27.1	1.4	-3.6	1	1.27	-0.7	-0.4
49	CCOP(=O)(OCC)/C(=N/OC(=O)c1ccccc1C)C(N)=O	-0.9	-9.5	3.0	-2.5	-8.7	0.976	0.97	0.4	2.4
50	CC(=O)c1ccc(OC(=O)/C=C/c2ccccc2)cc1	-4.6	-0.3	10.3	-6.3	-7.4	0.935	0.897	1.1	6.5
51	COc1ccc(CN2C(=NC(=O)C3CCCO3)SC3CS(=O)(=O)CC32)cc1OC (stereo not given)	0.1	-2.0	8.2	-0.3	6.9	1.06	0.918	-0.2	-6.4
52	COc1ccccc1NC(=O)c1ccc(NC(=O)c2ccco2)cc1	-0.4	-4.3	-12.7	-1.6	-1.5	1.03	1.13	-0.1	-3.2
53	CN(C)S(=O)(=O)n1cnc2ccccc21	1.2	-5.0	6.0	-0.3	1.6	0.959	0.94	0.2	4.1
54	COc1ccc(OCCC(=O)OCC(=O)NCCc2ccccc2)cc1	0.9	-0.5	-5.9	2.8	-10.1	1.03	1.06	-1.6	-2.6
55	O=C(NCCN1CCCCC1)Nc1ccccc1F	-1.4	0.3	-11.4	-2.2	-5.5	0.953	1.11	-0.1	4.7
56	Cc1ccc(S(=O)(=O)N2CCC(C(=O)NCCc3ccc(S(N)(=O)=O)cc3)CC2)cc1	2.9	4.3	13.0	0.5	-4.4	0.982	0.87	-0.5	1.8

7 compounds picked at random from the list so far, as already listed:
cpd	canonical_smiles	beta cell repl	NR3A LBD binder	hIAP inh	A3A deaminase	APOBEC3G inh	mIAP act	hIAP act	MPTP block	mIAP block
49	CCOP(=O)(OCC)/C(=N/OC(=O)c1ccccc1C)C(N)=O	-0.9	-9.5	3.0	-2.5	-8.7	0.976	0.97	0.4	2.4
52	COc1ccccc1NC(=O)c1ccc(NC(=O)c2ccco2)cc1	-0.4	-4.3	-12.7	-1.6	-1.5	1.03	1.13	-0.1	-3.2
16	Cc1cc(-c2sccc2C)nc(-n2cccc2)n1	-1.5	-10.1	-15.4	2.2	0.8	0.964	1.15	-0.9	3.6
28	Cc1ccc2ccc3cccc4ccc1c2c34	-6.7	-1.4	7.0	0.3	-5.1	0.894	0.93	2.5	10.6
7	O=C(O)C1C2C=CC(C2)C1C(=O)NCc1ccco1 (stereo not given)	-1.1	0.5	2.0	6.2	0.9	0.839	0.98	-3.4	16.1
26	CCOc1ccc(CCNc2nc3c(c(=O)n(C)c(=O)n3C)n2CC)cc1OCC	-2.4	-0.3	8.8	0.4	-5.6	0.961	0.912	11.3	3.9
32	CC(NC(=O)COC(=O)CNC(=O)c1ccccc1Cl)C1CC2CCC1C2 (stereo not given)	1.0	1.7	-2.1	-3.1	-10.6	0.968	1.02	0.0	3.2

The order is random (roughly 5% active in at least one column).
